Screening results as filed in PubChem BioAssay.
ROS inducer: cancer cell ROS induction; U2OS ROS induction, H2DCF-DA fluorescence; ROS induction (% of piperlongumine), % at 10 µM; hit rate 2% among 46,000; AID 624156; in the data active = ROS induction above about 79%, passing the limit was not always enough;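 note: 0% = DMSO vehicle median and 100% = reference compound median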
* = called active by the depositor. A portion of the library; rates above refer to the full screens.

SMILES	ROS inducer
N#Cc1c(-c2ccc(Cl)cc2)nc2n(c1=O)CCCS2	-12
Cc1ccc(C2=NNC(=O)C(P(=O)(c3ccccc3)c3ccccc3)C2)cc1 (stereo unspecified)	-2
C[C@H](CO)N1C[C@H](C)[C@H](CN(C)S(=O)(=O)c2ccccc2)Oc2ncc(C#Cc3cccc(F)c3)cc2C1=O	14
COc1ccc([Si](C)(C)[C@@H]2[C@@H](CCn3cc(CCO)nn3)O[C@]3(C(=O)N(Cc4ccc(N5CCC5=O)cc4)c4ccccc43)[C@H]2C)cc1	35
CC(NC(=O)c1ccc(Cl)cc1)C(=O)NC(C)(C)CO (stereo unspecified)	-2
CC1(c2ccccc2)OC(=O)C2C3CCCCC3=C3CCCCC3C21 (stereo unspecified)	-7
O=C(Nc1cccc(OCC(=O)N2CCOCC2)c1)c1cccc([N+](=O)[O-])c1	-3
COC(=O)C(CC#Cc1ccc2c(c1)[C@]1(C(=O)N2)[C@H](c2ccc(OCCO)cc2)N2[C@H](c3ccccc3)[C@H](c3ccccc3)OC(=O)[C@H]2[C@@H]1C(=O)N1CCCCCCC1)C(=O)OC	128*
COC(=O)c1cccc(NC(=O)Cc2ccccc2[N+](=O)[O-])c1C	-13
COc1cc(-c2coc3cc(OC)c(OC)c(OC)c3c2=O)cc(OC)c1OC	2
C[C@@H]1CN([C@H](C)CO)C(=O)c2cc(NC(=O)C3CC3)ccc2O[C@@H]1CN(C)C(=O)Nc1ccccc1	6
CCc1ccc(C2C3=C(CCCC3=O)OC3=C2C(=O)CCC3)cc1	17
CCOC(=O)C1CCCN(Cc2nc(N)nc(Nc3ccc(C)cc3)n2)C1 (stereo unspecified)	-4
CCOc1ccc(OC(=O)c2cccnc2)cc1	17
C[C@H](CO)N1C[C@H](C)[C@@H](CN(C)S(=O)(=O)c2ccc(F)cc2)Oc2ccc(NC(=O)Nc3cccc4ccccc34)cc2C1=O	-9
O=C(CCCCC(=O)N/N=C/c1ccc2ccccc2c1)NO	-1
C[C@@H]1CN([C@@H](C)CO)C(=O)Cc2cc(NS(=O)(=O)c3ccc(Cl)cc3)ccc2O[C@@H]1CN(C)S(C)(=O)=O	5
CCN(CC)C(=O)CSc1nc(N)cc(=O)[nH]1	-7
CC(C)NC(=O)Nc1ccc2c(c1)C(=O)N([C@H](C)CO)C[C@H](C)[C@H](CN(C)C(=O)NC(C)C)OCCCC[C@@H](C)O2	-8
C[C@@H]1CN([C@H](C)CO)C(=O)Cc2cc(NC(=O)Nc3ccc(C(F)(F)F)cc3)ccc2O[C@H]1CN(C)S(=O)(=O)c1ccc(Cl)cc1	-13
COc1ccc2cc(C(=O)N3CCCCCC3)sc(=O)c2c1OC	-2
C[C@@H]1CN([C@H](C)CO)C(=O)Cc2cc(NC(=O)Nc3ccc4c(c3)OCO4)ccc2O[C@@H]1CN(C)S(=O)(=O)c1cccs1	-4
CC1=Nn2c(Cn3nnc4ccccc43)nnc2SC1	3
COc1ccc(-c2c(C)[nH]n3c(=O)c(Cc4ccccc4)c(C)nc23)cc1	32
COc1cccc(-c2cnc3c(c2)C(=O)N([C@H](C)CO)C[C@H](C)[C@H](CN(C)C(=O)NC2CCCCC2)O3)c1	13
O=S(=O)(c1ccccc1)c1nc(-c2ccco2)oc1NCc1cccnc1	-1
Cc1ccc(S(=O)(=O)Nc2cccc3c2O[C@@H](CN(C)CC2CCCCC2)[C@@H](C)CN([C@H](C)CO)C3=O)cc1	52
CC(C)NC(=O)Nc1ccc2c(c1)CC(=O)N([C@H](C)CO)C[C@@H](C)[C@H](CN(C)S(=O)(=O)c1ccc(F)cc1)O2	-5
C[C@H](CO)N1C[C@H](C)[C@H](CN(C)C(=O)Nc2ccc(C(F)(F)F)cc2)Oc2ccc(NC(=O)Nc3ccccc3)cc2CC1=O	34
C[C@@H]1CN([C@H](C)CO)C(=O)c2cc(NS(=O)(=O)c3ccc(Cl)cc3)ccc2O[C@H]1CN(C)Cc1ccc2c(c1)OCO2	-15
O=C1CC2CS(=O)(=O)CC2N1c1ccc(Oc2ccccc2)cc1 (stereo unspecified)	-4
N#CC1=C(N)N(c2sc3c(c2C#N)CCCC3)C2=C(CCC2)C1(C(F)(F)F)C(F)(F)F	205*
COc1ccc(NC(=O)N(C)C[C@@H]2Oc3c(NC(=O)Nc4ccc(F)cc4)cccc3C(=O)N([C@H](C)CO)C[C@@H]2C)cc1	9
COC(=O)c1ccc(NC(=O)CN(C)S(=O)(=O)c2cc(Cl)ccc2Cl)cc1	-4
CCC(C)c1cnc(Cc2ccccc2)c(=O)[nH]1 (stereo unspecified)	0
O=C(/C=C/c1ccc(Cl)cc1)NCCCn1ccnc1	-16
C[C@H](CO)N1C[C@H](C)[C@@H](CN(C)S(=O)(=O)c2cn(C)cn2)Oc2ccc(NC(=O)C3CC3)cc2C1=O	-8
C[C@H](CO)N1C[C@H](C)[C@@H](CN(C)Cc2ccccc2)Oc2c(NC(=O)NC3CCCCC3)cccc2C1=O	1
Cc1ccc(NC(=O)CSc2nnc(-c3ccco3)n2-c2ccccc2)cc1Cl	14
C[C@H](CO)N1C[C@H](C)[C@H](CN(C)Cc2ccc(-c3ccccc3)cc2)Oc2ccc(NC(=O)Nc3ccccc3)cc2C1=O	6
CCc1ccc(CNC(=O)c2ccc(CSCc3ccc(C)cc3)o2)cc1	2
Nc1cc(N)nc(SCC(=O)N2CCN(c3ccc(Cl)cc3)CC2)n1	86*
C[C@@H]1CN([C@@H](C)CO)C(=O)c2cccc(NC(=O)C3CCCCC3)c2O[C@H]1CN(C)Cc1ccccc1	50
COC(=O)c1cc(C)nc(Sc2ccccc2NC(=O)Nc2ccc(Cl)cc2)n1	39
O=S(=O)(N[C@@H]1CCN(Cc2ccc(OCCO)cc2)C1)c1ccc(Cl)c(Cl)c1	-1
CCOc1cc(/C=N/NC(=O)CCCCCCC(=O)OC)ccc1O	-2
COc1ccc(S(=O)(=O)N(C)C[C@@H]2Oc3c(NC(=O)Nc4ccc(F)cc4)cccc3C(=O)N([C@H](C)CO)C[C@@H]2C)cc1	1
Cc1[nH]c2ccc(OC(F)(F)F)cc2c1CCNC(=O)c1c(Cl)cnn1C	4
COc1ccc(NC(=O)c2cccs2)cc1OC	1
N#Cc1ccc(/C=N/NC(=O)CCCCCCC(=O)O)cc1	-8
CCOC(=O)N(C)C[C@H]1OCc2cn(nn2)CCCC(=O)N([C@@H](C)CO)C[C@H]1C	-10
CCC(=O)NC(Nc1c(C)n(C)n(-c2ccccc2)c1=O)(C(F)(F)F)C(F)(F)F	0
C[C@H](CO)N1C[C@H](C)[C@@H](CN(C)Cc2ccc(Cl)c(Cl)c2)Oc2ccc(NC(=O)NC3CCCCC3)cc2C1=O	54
CC(C)NC(=O)N(C)C[C@@H]1Oc2ccc(NS(=O)(=O)c3cccs3)cc2C(=O)N([C@@H](C)CO)C[C@@H]1C	-7
COc1ccc(S(=O)(=O)N(C)C[C@H]2Oc3ccc(N(C)C)cc3C(=O)N([C@@H](C)CO)C[C@H]2C)cc1	6
C[C@@H]1CN([C@@H](C)CO)C(=O)c2cc(NC(=O)C3CC3)ccc2O[C@@H]1CN(C)S(=O)(=O)c1ccc(Cl)cc1	2
C(=N\N1CCN(Cc2cccc3ccccc23)CC1)/c1ccco1	12
C[C@H]1CN([C@@H](C)CO)C(=O)Cc2cc(NC(=O)CCN3CCOCC3)ccc2O[C@H]1CN(C)CC1CC1	27
C[C@H](CO)N1C[C@H](C)[C@@H](CN(C)Cc2ccccc2)Oc2c(NC(=O)c3ccncc3)cccc2C1=O	24
Nc1cc(N)nc(SCc2n[nH]c(=S)n2-c2ccccc2)n1	-10

New compounds follow.
smiles	ROS inducer
Cc1noc(C)c1NC(=O)Nc1ccc2c(c1)C(=O)N([C@H](C)CO)C[C@@H](C)[C@H](CN(C)Cc1ccc(C(F)(F)F)cc1)O2	19
C[C@H]1CN([C@@H](C)CO)C(=O)c2cccc(NC(=O)Nc3ccc(C(F)(F)F)cc3)c2O[C@H]1CN(C)S(C)(=O)=O	18
COC(OC)C1Nc2ccccc2C(=O)N1c1cccc(C(F)(F)F)c1 (stereo unspecified)	-3
Cc1c(Cl)cccc1NC(=O)CN(C)S(=O)(=O)c1ccc2ccccc2c1	-1
CC(C)(C)c1ccc(NC(=O)c2ccc(N3C(=O)CSCC3=O)cc2)cc1	150*
CN1C(=O)C(CC(=O)Nc2ccc(F)cc2)N(Cc2ccccc2)C1=S (stereo unspecified)	0
COc1ccc(NC(=O)N(C)C[C@H]2OCc3cnnn3CCCC(=O)N([C@@H](C)CO)C[C@H]2C)c(OC)c1	5
COC(=O)c1c(NC(=O)c2ccc(S(=O)(=O)N3CCCCC3C)cc2)sc2c1CCN(C)C2 (stereo unspecified)	42
CNC[C@@H]1Oc2c(NC(=O)C3CCCCC3)cccc2C(=O)N([C@@H](C)CO)C[C@H]1C	5
C[C@@H]1CN([C@H](C)CO)C(=O)Cc2cc(NC(=O)c3ccncc3)ccc2O[C@H]1CN(C)S(=O)(=O)c1ccccc1	5
CC(C)NC(=O)N(C)C[C@H]1Oc2ccc(N(C)C)cc2C(=O)N([C@@H](C)CO)C[C@H]1C	50
CCN(C(C)=O)c1nnc(CSc2nc3ccccc3s2)s1	-2

Reprinted at random: 3 records from the list.
smiles	ROS inducer
C[C@H]1CN([C@@H](C)CO)C(=O)c2cccc(NC(=O)Nc3ccc(C(F)(F)F)cc3)c2O[C@H]1CN(C)S(C)(=O)=O	18
CC(C)(C)c1ccc(NC(=O)c2ccc(N3C(=O)CSCC3=O)cc2)cc1	150*
Cc1c(Cl)cccc1NC(=O)CN(C)S(=O)(=O)c1ccc2ccccc2c1	-1

Continuation.
smiles	ROS inducer
O=C(O)c1cc(-c2ccccc2)nc2ccccc12	2
O=C(NCCCN1CCCCC1)c1ccc2c(c1)NC(=O)c1ccccc1S2	2
Cc1ccc(S(=O)(=O)Nc2cccc3c2O[C@H](CN(C)S(=O)(=O)c2ccc(C)cc2)[C@@H](C)CN([C@@H](C)CO)C3=O)cc1	5
C[C@H]1CN([C@@H](C)CO)C(=O)Cc2cc(NC(=O)Nc3ccc4c(c3)OCO4)ccc2O[C@H]1CN(C)CC1CC1	-5
CC(C)NC(=O)Nc1cccc2c1O[C@H](CN(C)Cc1ccc(-c3ccccc3)cc1)[C@H](C)CN([C@@H](C)CO)C2=O	2
COc1cccc(N(CC(=O)Nc2c(C)n(C)n(-c3ccccc3)c2=O)S(C)(=O)=O)c1	19
C[C@@H]1CN([C@H](C)CO)C(=O)c2cccc(NC(=O)c3ccncc3)c2O[C@H]1CN(C)Cc1ccccc1	9
O=C(Cc1ccc(O)cc1)OC1[C@@H](O)[C@@H](O)C(OC(=O)Cc2ccc(O)cc2)[C@H](O)[C@@H]1O (stereo partly specified)	12
O=C(NCc1ccc2c(c1)OCO2)c1cc2ccccc2o1	-7
Cc1cc(C)nc(SC(C)C(=O)Nc2ccc(Cl)c(Cl)c2)n1 (stereo unspecified)	-11
N#CC1=C(N)Oc2n[nH]c(-c3ccccc3)c2C1c1ccoc1 (stereo unspecified)	23
Cc1c(NC(=O)Cn2nc(C(F)(F)F)c3c2CCCC3)c(=O)n(-c2ccccc2)n1C	-1
C[C@H](CO)N1C[C@H](C)[C@H](CN(C)Cc2ccc(C(=O)Nc3ccccc3N)cc2)Oc2ccc(NS(C)(=O)=O)cc2C1=O	5
CC1CN(C)C(c2ccccc2)C(C)C12NC(=O)NC2=O (stereo unspecified)	-11
CC1CC(C)CN(C(=O)C2c3ccccc3Oc3ccccc32)C1 (stereo unspecified)	2
C[C@H](CO)N1C[C@H](C)[C@H](CN(C)CC2CC2)Oc2ccc(NC(=O)Cc3ccccc3)cc2CC1=O	1
Cc1cc(C(=O)Nc2cccc3c2O[C@H](CN(C)S(=O)(=O)c2c(C)noc2C)[C@H](C)CN([C@H](C)CO)C3=O)n(C)n1	-4
Cc1cc(C)nc(SCc2nnc(SCC(=O)NCc3ccccc3)o2)n1	-10
CC(=O)c1ccc(NC(=O)CSc2nc(C)cc(C)c2C#N)cc1	-4
C[C@@H]1CN([C@H](C)CO)C(=O)c2cccc(NS(=O)(=O)c3cn(C)cn3)c2O[C@@H]1CN(C)S(=O)(=O)c1ccc(Cl)cc1	-8
C[C@H](CO)N1C[C@H](C)[C@@H](CN(C)Cc2ccc3cccnc3c2)OCc2cnnn2CCCC1=O	16
O=C(c1ccc2nc3ccccc3c(=O)n2c1)N1CCN(c2ccc(Cl)cc2)CC1	10
Cc1cc(C(=O)Nc2cccc3c2O[C@@H](CN(C)Cc2ccncc2)[C@@H](C)CN([C@H](C)CO)C3=O)n(C)n1	4
Cc1c(NC(=O)CCCC(=O)O)cccc1C(=O)O	16
OCCNc1nc2ccccc2n1CCOc1ccccc1	-1

Structures shown so far with an aryl methoxy group, in the order listed:
smiles	ROS inducer
COc1ccc([Si](C)(C)[C@@H]2[C@@H](CCn3cc(CCO)nn3)O[C@]3(C(=O)N(Cc4ccc(N5CCC5=O)cc4)c4ccccc43)[C@H]2C)cc1	35
COc1cc(-c2coc3cc(OC)c(OC)c(OC)c3c2=O)cc(OC)c1OC	2
COc1ccc2cc(C(=O)N3CCCCCC3)sc(=O)c2c1OC	-2
COc1ccc(-c2c(C)[nH]n3c(=O)c(Cc4ccccc4)c(C)nc23)cc1	32
COc1cccc(-c2cnc3c(c2)C(=O)N([C@H](C)CO)C[C@H](C)[C@H](CN(C)C(=O)NC2CCCCC2)O3)c1	13
COc1ccc(NC(=O)N(C)C[C@@H]2Oc3c(NC(=O)Nc4ccc(F)cc4)cccc3C(=O)N([C@H](C)CO)C[C@@H]2C)cc1	9
COc1ccc(S(=O)(=O)N(C)C[C@@H]2Oc3c(NC(=O)Nc4ccc(F)cc4)cccc3C(=O)N([C@H](C)CO)C[C@@H]2C)cc1	1
COc1ccc(NC(=O)c2cccs2)cc1OC	1
COc1ccc(S(=O)(=O)N(C)C[C@H]2Oc3ccc(N(C)C)cc3C(=O)N([C@@H](C)CO)C[C@H]2C)cc1	6
COc1ccc(NC(=O)N(C)C[C@H]2OCc3cnnn3CCCC(=O)N([C@@H](C)CO)C[C@H]2C)c(OC)c1	5
COc1cccc(N(CC(=O)Nc2c(C)n(C)n(-c3ccccc3)c2=O)S(C)(=O)=O)c1	19
